SMARCA2 act: SMARCA2 function activation, primary screen | 370,000 compounds, 1% hits | MG213 cells, MMTV-luciferase reporter, dexamethasone, overnight | activation, % at 9.1 µM; in the data active = activation above about 7.8%;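 also: 0% = vehicle wells and 100% = reference activator wells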
ssDAF-12 act: activates DAF-12 receptor from parasite S. stercoralis; HEK293 ssDAF-12/GRIP1 lit1-tk-luc reporter, luminescence; % of 3 µM dafachronic acid response; 370,000 compounds, 1% hits; activation, % at 6.8 µM;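 active = activation above the mean over all tested compounds plus 3 SD, cut at about 0.9% in these data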;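 also: 0% = DMSO-only wells and 100% = 3 µM delta7-dafachronic acid wells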
hcDAF12 agonist: activators of H. contortus DAF-12 nuclear receptor; HEK293 hcDAF-12 lit1-tk-luc reporter, luminescence; 0% DMSO, 100% Δ7-dafachronic acid; activation, % at 6.8 µM; 370,000 compounds, 1.4% hits; AID 652067;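 active = activation above the mean of all tested compounds plus 3 SD, cut at about 5.5% in these data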;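 also: 100% = response to 3 µM Δ7-dafachronic acid high control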
hgDAF12 agonist: activates the H. glycines DAF-12 receptor ligand-binding domain. activation, % at 6.8 µM. 370,000 compounds, 1.8% hits. AID 687014. HEK293 GAL4-hgDAF12 UAS-luciferase reporter, agonist luminescence; normalized to butyrate control;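 active = activation above a cutoff set at the mean of all screened compounds plus 3 SD, cut at about 10% in these data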;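 also: 0% = DMSO wells and 100% = sodium butyrate wells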
ADAM17 inh: ADAM17 inhibition, QFRET primary screen; P78536; inhibition, % at 6.95 µM; 370,000 compounds, 0.83% hits; recombinant ADAM17, EDANS/DABCYL FRET peptide cleavage; AID 720648;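 active = inhibition above the mean of compounds lying between control limits plus 3 SD, set per campaign, cut at about 8.5% in these data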;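 also: 0% = DMSO-only wells as the low control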
NR1D1 modulator: Rev-erb alpha (human) modulation; activity, % at 10 µM; Rev-erbα–FITC-DNA binding, fluorescence polarization, 90 min; P20393; AID 1259318; 370,000 compounds, 0.79% hits;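 active = activity above about 14%, limit read from the data; passing the limit was not always enough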;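 also: 0% = DMSO wells with 35 nM protein and 100% = DMSO wells with 750 nM protein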
PLC-beta3 inh: blocks human PLC-beta3 enzyme activity | Purified PLC-beta3, fluorogenic substrate, fluorescence | 370,000 compounds, 0.18% hits | inhibition, % at 12.2 µM | Q01970; in the data active = inhibition above about 11%;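 also: 0% = median of compound wells on plate and 100% = full blocker control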
Target sequence (Q01970 whole entry, looked up): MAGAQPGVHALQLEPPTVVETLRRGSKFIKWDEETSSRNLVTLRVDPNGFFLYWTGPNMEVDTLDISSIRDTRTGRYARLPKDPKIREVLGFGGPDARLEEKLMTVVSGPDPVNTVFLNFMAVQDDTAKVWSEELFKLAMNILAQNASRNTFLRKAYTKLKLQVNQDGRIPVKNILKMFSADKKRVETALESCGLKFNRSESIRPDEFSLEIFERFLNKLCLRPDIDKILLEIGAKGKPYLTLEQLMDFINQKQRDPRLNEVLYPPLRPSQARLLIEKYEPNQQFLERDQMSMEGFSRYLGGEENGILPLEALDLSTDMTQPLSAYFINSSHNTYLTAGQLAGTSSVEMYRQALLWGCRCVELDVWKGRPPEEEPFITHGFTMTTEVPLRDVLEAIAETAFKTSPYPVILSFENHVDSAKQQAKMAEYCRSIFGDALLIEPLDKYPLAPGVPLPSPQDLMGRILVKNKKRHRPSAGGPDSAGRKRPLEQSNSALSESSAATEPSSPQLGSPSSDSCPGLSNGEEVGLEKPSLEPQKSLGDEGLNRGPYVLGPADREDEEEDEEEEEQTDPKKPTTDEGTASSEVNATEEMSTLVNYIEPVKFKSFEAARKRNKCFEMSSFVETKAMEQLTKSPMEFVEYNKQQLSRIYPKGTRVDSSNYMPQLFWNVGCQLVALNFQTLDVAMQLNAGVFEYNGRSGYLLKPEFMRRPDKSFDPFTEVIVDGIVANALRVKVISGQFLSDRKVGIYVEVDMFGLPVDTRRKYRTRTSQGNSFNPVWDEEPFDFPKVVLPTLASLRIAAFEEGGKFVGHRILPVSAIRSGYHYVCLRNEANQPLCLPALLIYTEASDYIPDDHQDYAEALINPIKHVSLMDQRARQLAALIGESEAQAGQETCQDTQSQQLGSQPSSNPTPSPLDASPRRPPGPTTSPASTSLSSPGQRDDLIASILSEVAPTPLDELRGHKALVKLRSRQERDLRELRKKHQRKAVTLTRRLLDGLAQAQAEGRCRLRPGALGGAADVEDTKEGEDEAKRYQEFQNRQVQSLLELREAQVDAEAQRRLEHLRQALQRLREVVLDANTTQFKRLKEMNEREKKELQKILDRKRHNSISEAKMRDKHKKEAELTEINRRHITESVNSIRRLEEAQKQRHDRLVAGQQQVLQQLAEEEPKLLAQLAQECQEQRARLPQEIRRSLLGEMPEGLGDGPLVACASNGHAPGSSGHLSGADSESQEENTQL
PLCg1 inh: blocks human PLC-gamma1 enzyme activity; purified PLC-gamma1, fluorogenic substrate, fluorescence; inhibition, % at 12.2 µM; 370,000 compounds, 0.84% hits; P19174; in the data active = inhibition above about 9.5%
MBD2 inh: blocks human MBD2 binding to methylated DNA; Q9UBB5; TR-FRET, MBD2 binding to methylated oligonucleotide; inhibition, % at 4.4 µM; 370,000 compounds, 0.31% hits; AID 686964; in the data active = inhibition above about 13%
DAX1 inh-1: inhibits human nuclear receptor DAX1 | P51843 | HEK293 Gal4-DAX1 luciferase reporter, luminescence | inhibition, % at 6.75 µM | 340,000 compounds, 0.99% hits | AID 504766;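 active = inhibition above the mean over all tested compounds plus 3 SD, cut at about 4.2% in these data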;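 also: 0% = DAX1-transfected cells with DMSO and 100% = empty-vector control cells with DMSO; inhibition shows as a rise in luminescence from relieved DAX1 repression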
DAX1 inh-2: blocks DAX1 repression of SF-1 activated StAR promoter; inhibition, % at 6.8 µM; 370,000 compounds, 1.1% hits; HEK293T StAR-luciferase reporter, SF-1/DAX-1 repression relief; AID 652010;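 active = inhibition above the mean over all tested compounds plus 3 SD, cut at about 3.6% in these data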;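 also: 0% = DAX-1 cells with DMSO and 100% = cells lacking DAX-1 with DMSO; higher inhibition means more luminescence from relief of DAX-1 repression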
Numbers without * were called inactive; i = inactive; x = no result given.

SMILES	SMARCA2 act	ssDAF-12 act	hcDAF12 agonist	hgDAF12 agonist	ADAM17 inh	NR1D1 modulator	PLC-beta3 inh	PLCg1 inh	MBD2 inh	DAX1 inh-1	DAX1 inh-2
CC(=O)Nc1cccc(OC(=O)N2CCOCC2)c1	-1	-0.1	-2.3	-1.6	-2	4	1	0	-2	2.0	-0.1
CCN(CC(=O)Nc1ccc(OC)cc1)C(=O)c1ccc([N+](=O)[O-])cc1	-2	-1.8	-1.7	3.1	-4	6	-4	-2	1	1.3	-0.2
COc1ccc(C2CC(c3ccccc3)=NN2S(=O)(=O)c2ccc(C)cc2)c(OC)c1 (centres undefined)	-3	-1.9	-1.6	-1.2	7	-2	-2	2	8	-0.1	-1.4
Cc1ccc(S(=O)(=O)N(C)CC(=O)N2CCC(C(N)=O)CC2)cc1	-1	-0.9	1.0	0.4	0	-1	-2	1	-1	-0.9	0.3
CCCCSc1nnc(CCNC(=O)OC(C)(C)C)o1	0	-1.0	-0.8	-1.3	-4	6	-4	1	-4	1.3	-0.4
CC(=O)CC(C)(C)Nc1nc2ccc([N+](=O)[O-])cc2o1	-3	-0.7	-1.1	1.2	2	-5	1	4	-1	1.6	-0.4
COc1ccc(S(=O)(=O)N2CCOCC2)cc1NC(=O)/C=C/c1ccccc1	-1	-1.7	-3.0	-2.5	0	3	-5	-9	5	-0.2	-2.6
c1ccc(CSCc2ccccc2)cc1	1	-1.5	2.1	-0.3	3	-5	8	5	-2	1.8	0.7
O=C(O)c1ccc2c(=O)n(-c3ccccc3)c(=S)[nH]c2c1	0	-1.2	-1.3	-1.5	-9	-1	-12	-3	1	-0.7	0.2
CCc1cc(C(=O)Nc2cc(S(=O)(=O)N3CCOCC3)ccc2N2CCN(CC)CC2)sc1C	-1	-0.9	0.5	-0.3	-4	4	-8	3	3	-1.2	0.7
Cc1ccc(S(=O)(=O)C(C#N)c2nc3ccccc3nc2N2CCN(C)CC2)cc1 (centres undefined)	-2	-1.8	0.5	-3.1	-9	-1	-47	-40	1	-0.2	-1.2
CC(C)(C)C1=CC(=Nc2ccccc2N)C=C(C(C)(C)C)C1=O	6	2.9*	5.3	13*	-3	5	-14	-13	1	0.1	4.6*
Cc1ccc2nsnc2c1S(=O)(=O)N(Cc1ccco1)Cc1cc2ccc(C)c(C)c2[nH]c1=O	0	-1.3	0.7	-0.3	-6	-5	-6	-4	3	3.8	-0.4
COc1ccc2oc(CS(=O)c3ccccc3)c(C(=O)O)c2c1 (centres undefined)	0	-0.4	0.9	-0.6	-2	-3	-15	-2	2	0.1	-0.3
Cc1ccc(S(=O)(=O)NCCC(=O)N2CCN(C/C=C/c3ccccc3)CC2)cc1	-6	-1.3	0.1	-1.5	4	-4	-3	7	2	-0.7	-2.0

Results in NR1D1 modulator and PLCg1 inh, for some of the entries so far:
canonical_smiles	NR1D1 modulator	PLCg1 inh
CCc1cc(C(=O)Nc2cc(S(=O)(=O)N3CCOCC3)ccc2N2CCN(CC)CC2)sc1C	4	3
Cc1ccc(S(=O)(=O)C(C#N)c2nc3ccccc3nc2N2CCN(C)CC2)cc1 (centres undefined)	-1	-40

Going on with the list:
SMILES	SMARCA2 act	ssDAF-12 act	hcDAF12 agonist	hgDAF12 agonist	ADAM17 inh	NR1D1 modulator	PLC-beta3 inh	PLCg1 inh	MBD2 inh	DAX1 inh-1	DAX1 inh-2
CC(C)(C)S(=O)(=O)N1C[C@H]2CC/C=C\C/C=C\2[C@@H]1CCO	-2	-0.3	-0.3	-2.6	-2	0	2	-1	9	1.9	0.1
C[C@H](CO)N1C[C@H](C)[C@@H](CN(C)C(=O)Cc2ccccc2)OCc2cnnn2CCCC1=O	2	-1.2	0.7	0.1	-3	2	4	0	4	1.4	-0.8
O=C(O)c1ccc(C(=O)O)c(C(=O)c2ccc(NC(=O)c3ccccc3)cc2)c1	0	-0.2	1.8	-0.4	-1	-6	-3	4	1	-0.4	0.1
Cc1ccc(/C=C2\Oc3cc(OC(=O)N4CCOCC4)ccc3C2=O)cc1	-2	-0.5	-1.6	1.7	-1	-3	2	4	4	0.8	-0.4
CCOc1ccc(NC(=S)N2CCN(CCN3C(=O)c4cccc5cccc(c45)C3=O)CC2)cc1	0	-0.5	-0.2	0.7	-3	-16	3	4	0	2.7	0.2
COc1ccccc1C(=O)N1O[C@]23C=C[C@]14C[C@@H](O)CC[C@]4(C)C2CC[C@]1(C)[C@@H]([C@H](C)/C=C/[C@H](C)C(C)C)CC[C@H]13 (some centres undefined)	1	-0.9	0.1	-1.5	-3	0	1	2	3	x	-1.7
CCOC(=O)[C@H]1[C@H]2COc3cc(OC)ccc3[C@@H]2N2C(=O)CN(Cc3ccco3)C(=O)[C@@]12C	2	-1.2	-0.8	-0.8	-2	-1	-2	-2	1	-0.9	-0.3
Cc1ccccc1Oc1cccc(C(=O)/C(C#N)=C/N(C)C)c1	-1	-1.3	-1.7	-0.3	2	1	-4	-2	4	0.5	0.1
CC(C)(C)N1C(=O)[C@H]2[C@@H](c3ccc(Br)cc3)N3C(=O)N(c4ccccc4)C(=O)[C@@]3(Cc3ccccc3)[C@H]2C1=O	2	-0.8	-1.9	-1.2	0	-1	1	5	-2	1.0	0.0
O=c1oc2ccccc2c2c1SC(C(F)(F)F)C2 (centres undefined)	0	-1.4	-0.8	0.9	i	6	-480	-380	-1	-0.8	-0.5
CN(CC(=O)NCCc1ccc(F)cc1)Cc1ccc(Br)cc1	-1	-1.1	0.1	-1.0	8	13	-4	0	-4	-1.6	0.1
COc1ccc(S(=O)(=O)N(Cc2cc3cc(C)ccc3[nH]c2=O)CC2CCCO2)cc1 (centres undefined)	-1	-1.8	-1.0	-0.5	-20	-3	-10	-6	3	0.2	0.1
O=C(NS(=O)(=O)c1cccs1)[C@H]1O[C@@H](n2ccc(=O)[nH]c2=O)[C@H](O)[C@@H]1O	1	-0.7	1.3	1.7	-2	-4	6	3	3	x	0.3
CCOc1ccc(NC(=O)CSc2nc(N3CCOCC3)nc(N3CCOCC3)n2)cc1	1	-0.9	-0.8	-0.2	-3	1	-7	-2	1	0.1	-1.7
CC1(C)NC(=O)N(CC(=O)OCC(=O)c2ccc(Cl)s2)C1=O	-6	-1.1	0.6	-2.8	-4	2	2	0	2	0.5	0.1
O=C(COC(=O)c1ccc(CO)cc1)Nc1ccc2ccccc2c1	1	-0.3	4.9	3.8	-2	6	0	-1	5	1.5	-2.0
Cc1ccc(Cn2nnc3c(=O)[nH]c(C(=O)NCc4ccco4)nc32)cc1	-2	-0.7	-1.8	-2.4	-4	-3	-3	1	4	-0.1	-0.2
COc1ccc(OC)c(Nc2nc(NCc3ccco3)c3ccccc3n2)c1	0	-1.9	-1.4	-3.2	0	-5	-32	-24	1	0.4	-1.0
O=S(=O)(c1ccccc1)N(Cc1nc(-c2ccccc2)no1)C1CCCCC1	-1	-1.6	-1.9	-2.1	7	-1	-13	15*	1	-0.3	2.0
COc1ccc(NS(=O)(=O)c2cccc(C(=O)N3CCCCCCC3)c2)cc1	-2	-1.0	-1.4	-0.6	0	-2	-5	1	-3	0.5	-0.1
CN(C)c1ccc(CNc2ccc3c(c2)ncn3C)cc1	-3	-1.3	-1.6	0.3	-4	-2	-1	-2	-1	x	-1.0
COc1ccccc1/C=N/n1cnnc1	-4	-1.0	-0.3	0.9	-2	2	3	0	-3	-0.1	1.1
CSc1ncc(CNc2cc([N+](=O)[O-])ccc2C)c(N)n1	3	-0.6	0.8	-0.6	-1	4	-2	-2	-7	-0.2	-0.2
CC(C)CN1C(=O)[C@]2(CC(=O)N(C)C2c2ccccc2)c2cc(-n3cc(CN(C)C)nn3)ccc21 (some centres undefined)	-1	-1.3	-0.5	-1.4	1	0	-2	1	-4	x	0.7
Cc1ccc(C(=O)Oc2coc(CSc3nnc(NC(=O)c4cccs4)s3)cc2=O)cc1	0	-1.0	-1.6	-1.6	1	-2	-3	-1	1	0.6	1.1
O=S(=O)(c1ccccc1)c1nc(-c2ccco2)oc1NCc1ccccc1	3	-1.6	-2.5	-0.1	-4	-2	-18	-11	-4	-0.4	-0.6
CC(C)C[C@H]1CNC(=S)N1CC1CCCN1C[C@H](Cc1ccccc1)N1C[C@H](Cc2ccc(O)cc2)N(CC2CCCCC2)C1=S (some centres undefined)	-3	0.2	0.2	1.9	-3	9	5	-1	-3	0.0	-0.9
CC(C)CC(=O)Nc1ccc(C(=O)CN2CCC(C)CC2)cc1	-5	-1.5	-1.0	-0.5	-4	-3	-16	-5	-4	0.1	-0.8
Fc1cccc(Cl)c1CSc1nnc2ccccn12	8.6*	-0.8	1.6	4.5	-3	1	-1	-2	0	2.8	1.1
O=C1Nc2cnc(Cl)nc2Nc2ccc(Cl)cc21	-2	-1.4	0.4	2.8	-3	-2	1	-1	-3	x	0.0
O=C(COCc1ccccc1)N[C@@H]1c2ccccc2CC[C@@H]1OCc1ccccc1	0	-1.3	-0.4	1.7	2	2	1	4	-1	0.3	0.7
COc1ccc(N(CC(=O)NC2CCCCC2C)S(=O)(=O)c2c(C)nn(C)c2C)cc1 (centres undefined)	-1	-1.2	-1.4	0.7	1	-4	3	2	-1	0.7	-0.8
CCOC(=O)C1(CCCc2ccccc2)CCN(C2CCN(C(C)=O)CC2)CC1	1	-0.3	3.3	-0.2	-4	1	-5	-1	0	0.1	0.2
CCOC(=O)N1CCN(S(=O)(=O)c2ccc(OCC)c(C)c2)CC1	-2	-0.7	-0.9	-3.2	-1	2	-2	-3	2	-1.0	-0.6
Cc1ccnc(NS(=O)(=O)c2ccc(NC(=O)Cc3ccccc3)cc2)n1	0	-1.2	0.6	-0.4	-1	-2	1	-3	-1	-0.2	0.8
O=C(Nc1ccc(Cl)cc1)OCc1cn(-c2ccc(Cl)cc2)nn1	4	-1.1	0.7	0.3	0	-8	1	0	-1	0.8	0.1
CN1N=C(C(C)(C)C)CSC1=Nc1ccc(F)cc1	0	-1.1	-1.2	2.1	-1	1	-2	2	3	0.6	0.4
CCCS(=O)(=O)c1nc(S(=O)(=O)c2ccc(Cl)cc2)c(N2CCC(O)CC2)s1	1	-1.5	-1.5	-2.0	-3	-2	-7	-4	2	1.0	-0.2
C=C1C(=O)OC2C=C(CO)C3OC3C3OC3(C)CC(OC(=O)/C(=C/C)COC(C)=O)C12 (centres undefined)	-11	-0.9	-1.1	-11	-2	0	3	0	6	-5.2	-4.6
COC(=O)CN1C(=O)CSc2ncccc21	-2	-0.8	-1.1	-0.6	1	-1	6	6	-2	0.9	-0.3
COc1ccc([N+](=O)[O-])cc1NC(=O)C(C)OC(=O)Cc1ccc(OC)c(OC)c1 (centres undefined)	-2	-0.6	-1.8	-0.2	-2	-7	-5	1	1	0.2	-1.8
COc1cc(C(=S)N2CCCC2)ccc1O	-3	-1.1	-0.6	0.4	-1	-4	2	0	-4	-0.1	0.6
COCCNC(=O)C1CCCN(C(=O)c2ccc3c(c2)C(C)(C)CCC3(C)C)CC1 (centres undefined)	-2	-1.4	-0.6	3.2	-1	1	-2	0	1	x	-0.7
